# GPR151 activ: human GPR151 activation. 1% of 650,000 active. PathHunter beta-arrestin GPR151 cells, luminescence. AID 1508602. activation, % at 11.2 µM. Q8TDV0; in the data active = activation above about 4.9%;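 note: 0% = median of compound wells and 100% = cells with positive control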
# Target sequence (Q8TDV0 whole entry, looked up): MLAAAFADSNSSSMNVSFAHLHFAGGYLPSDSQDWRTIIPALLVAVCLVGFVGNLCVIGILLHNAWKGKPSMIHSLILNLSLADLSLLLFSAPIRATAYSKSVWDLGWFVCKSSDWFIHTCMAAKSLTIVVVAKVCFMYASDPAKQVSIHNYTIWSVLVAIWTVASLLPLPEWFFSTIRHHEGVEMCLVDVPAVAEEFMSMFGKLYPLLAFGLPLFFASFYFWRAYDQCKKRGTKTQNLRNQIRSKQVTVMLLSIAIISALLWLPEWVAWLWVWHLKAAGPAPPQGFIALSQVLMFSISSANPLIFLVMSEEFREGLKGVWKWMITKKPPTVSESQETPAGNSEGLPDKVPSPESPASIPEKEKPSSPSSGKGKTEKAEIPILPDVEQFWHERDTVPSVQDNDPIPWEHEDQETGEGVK
# TEAD-YAP inh: TEAD-YAP interaction inhibition; inhibition, % at 9.12 µM; HEK-TIYL cells, TEAD-Gal4/YAP UAS-luciferase luminescence; AID 1259422; 1.4% of 640,000 active; in the data active = inhibition above about 32%;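 note: 0% = median of test compound wells and 100% = reference inhibitor wells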
# MITF inh: human MITF inhibition, primary screen. AID 1259374. AlphaScreen MITF homodimerization, bead proximity signal. inhibition, % at 2.6 µM. 0.91% of 650,000 active; in the data active = inhibition above about 50%;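 note: 0% = vehicle wells with protein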
# Target sequence (O75030 whole entry, looked up): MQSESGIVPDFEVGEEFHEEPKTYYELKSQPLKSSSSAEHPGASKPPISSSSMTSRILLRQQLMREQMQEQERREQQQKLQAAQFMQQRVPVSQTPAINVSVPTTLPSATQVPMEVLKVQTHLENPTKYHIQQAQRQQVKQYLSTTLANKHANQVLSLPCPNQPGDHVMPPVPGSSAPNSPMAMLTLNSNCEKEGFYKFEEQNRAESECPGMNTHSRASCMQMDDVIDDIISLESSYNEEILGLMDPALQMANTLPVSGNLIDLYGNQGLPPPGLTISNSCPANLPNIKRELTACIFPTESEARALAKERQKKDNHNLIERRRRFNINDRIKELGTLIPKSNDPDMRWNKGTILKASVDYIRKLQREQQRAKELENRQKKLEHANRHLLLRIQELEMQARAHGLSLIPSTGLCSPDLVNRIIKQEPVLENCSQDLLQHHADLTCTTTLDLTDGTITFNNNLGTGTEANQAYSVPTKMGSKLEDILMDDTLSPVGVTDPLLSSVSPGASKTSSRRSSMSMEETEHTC
# FBW7 act: human FBW7 E3 ligase activation, primary screen. AID 1259310. 0.13% of 650,000 active. AlphaScreen FBW7–phospho-cyclin E peptide binding, activator screen. normalized activity (activation), % at 26.1 µM; in the data active = normalized activity above about 1.9%;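 note: purified mutant Fbw7 with reduced substrate affinity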
# An asterisk follows results filed as active.
smiles | GPR151 activ | TEAD-YAP inh | MITF inh | FBW7 act
CCCCOC(=O)c1ccc(Nc2ccc3nonc3c2[N+](=O)[O-])cc1 | -1.4 | -5.2 | 17.1 | 0.9
COC(=O)c1ccc(N2CCN(c3nc4nonc4nc3N(C)C)CC2)cc1 | -2.5 | 7.8 | 3.7 | 0.6
CN(CC(=O)NC(c1ccccc1)c1ccccc1)CC(O)COc1ccccc1 (stereo not given) | 0.8 | 3.1 | -4.2 | -0.1
O=[N+]([O-])c1cccc(/C(O)=C(/C(=S)NCCN2CCOCC2)[n+]2ccccc2)c1 | -0.5 | -3.4 | -3.7 | 0.0
COc1ccc(O)c(/C=N/NC(=O)COc2ccc(C)cc2[N+](=O)[O-])c1 | -0.9 | -4.9 | 6.0 | 0.0
O=C(Cc1ccc(F)cc1)NCCc1nnc2n1CCN(Cc1cc3ccccc3o1)CC2 | 5.1* | 4.5 | -2.2 | -0.1
COC(=O)C1=CNC=C(C(=O)OC)C1c1ccsc1 | 0.3 | 4.9 | -5.0 | -0.1
CN(Cc1ccccc1)c1nnc(NC(=O)Nc2ccccc2Cl)s1 | -2.3 | 4.4 | 5.1 | -0.2

smiles | GPR151 activ | TEAD-YAP inh | MITF inh | FBW7 act
Cn1c(=O)c2nc(SCC(=O)Nc3ccc(C(F)(F)F)cc3)n(C)c2n(C)c1=O | -0.1 | 5.2 | 8.4 | 0.1
O=[N+]([O-])c1cc(SCc2ccco2)c2c(C3OCCO3)nn(-c3ccccc3)c2c1 | 0.1 | -6.5 | 5.4 | 0.1
O=C(NC1=NN(c2ccccc2)C(=O)C1)c1cccc([N+](=O)[O-])c1 | 3.2 | -7.0 | -1.1 | -0.2
Cc1ccc(O)c(NC(=O)c2cc([N+](=O)[O-])ccc2Cl)c1 | 2.7 | 18.4 | 15.2 | 0.2
COc1ccc(-c2c(C)c3ccc(OC(C)=O)cc3oc2=O)cc1OC | -1.2 | 1.2 | -17.5 | 0.6
CCOC(=O)CSc1nc2c(sc(=S)n2-c2cccc(OC)c2)c(=O)n1-c1ccccc1 | 1.7 | -6.5 | 3.0 | -0.1
COc1ccc(S(=O)(=O)NCC(=O)Nc2ccc(Oc3ccccc3)cc2)cc1 | -0.3 | -8.7 | -7.7 | 0.7
Cc1ccc(OCC(=O)N/N=C/c2ccc([N+](=O)[O-])o2)cc1C | 2.7 | 5.5 | -1.1 | -0.1

smiles | GPR151 activ | TEAD-YAP inh | MITF inh | FBW7 act
CCOc1ccc(-n2c(SCC(=O)NC(C)C)nnc2-c2cccnc2)cc1 | 3.6 | 3.1 | 22.8 | 0.1
CSc1ccc(OC2CCCCC2NS(=O)(=O)c2ccc(Cl)cc2)cc1 (stereo not given) | -0.3 | 2.7 | 21.7 | 0.1
CC(=O)Nc1c(C)cc(C(c2cc(C)c(NC(C)=O)c(C)c2)c2ccco2)cc1C | -2.1 | 1.2 | 12.7 | 0.1
C=CCNC(=O)C1C2C=CC(C2)C1C(=O)O (stereo not given) | 1.6 | -0.3 | 11.5 | 0.2
O=[N+]([O-])c1cnc(Nc2ccc(Cl)cn2)c([N+](=O)[O-])c1 | -1.1 | 14.3 | 21.9 | -0.6
CCCCn1c(CNC(=O)c2ccccc2OC)nnc1SC(C)C(=O)Nc1sc(C(=O)OCC)c(C)c1C(=O)OCC (stereo not given) | -0.4 | -5.0 | -2.0 | -0.1
Cc1c(C=C2C(=O)N(C)C(=O)N(C)C2=O)c2ccccc2n1Cc1ccccc1 | 0.8 | 4.0 | -10.7 | -0.3
CCCCn1c(N)c(C(=S)NC(=O)CC(C)C)c(=O)n(C)c1=O | -0.9 | 9.9 | -5.3 | 0.1

smiles | GPR151 activ | TEAD-YAP inh | MITF inh | FBW7 act
Cc1ccc(-c2nn3c(C)nnc3c3ccccc23)cc1S(N)(=O)=O | 0.2 | -0.3 | 0.3 | -0.1
CN1CCN(CCOCCOc2ccc3c(c2)CCC3)CC1 | 2.2 | 0.3 | 11.3 | 0.0
Cc1ccc(C(=O)N2CCOCC2)cc1Cl | -0.9 | 2.6 | 0.9 | 0.0
O=C(Nc1ccc(-c2nn[nH]n2)cc1)[C@H]1Cc2cc(F)ccc2CN1 | 0.5 | 3.7 | 20.3 | -0.2
COc1ccc([N+](=O)[O-])cc1NCc1cccc([N+](=O)[O-])c1 | 0.2 | -0.7 | 3.2 | -0.1
Cc1cccc(C(=O)Nc2ccccc2C(=O)O)c1 | -1.7 | 6.8 | 9.7 | 0.1
CCOCCCn1c(SCC(=O)NC(C)CC)nc2ccccc2c1=O (stereo not given) | -1.0 | -7.7 | -6.4 | -0.1
CCNC(=O)c1cc(-c2ccc(Cl)cc2)nc2ccccc12 | -0.6 | 9.9 | 3.5 | 0.1

smiles | GPR151 activ | TEAD-YAP inh | MITF inh | FBW7 act
O=C(CSCc1cccc2ccccc12)Nc1ccccc1 | -0.6 | -12.8 | 1.6 | 0.0
Cc1ccccc1-c1nc2cc(NC(=O)c3ccc(Cl)c([N+](=O)[O-])c3)ccc2o1 | -0.1 | -7.5 | 0.1 | -0.3
COCCCNC(=O)CSc1nc(NC2CCCCC2)c2ccccc2n1 | 1.5 | -3.3 | 7.5 | -0.1
CC(=O)Nc1ccc(Nc2nc(N3CCOCC3)nc3c2ncn3-c2ccsc2)cc1 | 2.9 | -12.4 | -5.6 | -0.2
Cc1ccc(NC(=O)Cn2cncc(C)c2=O)cc1Cl | 1.4 | 0.4 | -13.6 | 0.0
Cc1noc2c1C(c1ccccc1)CC(c1ccco1)=C2 (stereo not given) | 1.2 | -8.6 | -8.2 | 0.1
Cc1ccc(/C=C/C(=O)c2ccc(C)o2)cc1 | -1.3 | -9.2 | 2.2 | 0.3
C=CCOc1ccc(/C=N/NC(=O)C(=O)Nc2ccc(OCC)cc2)cc1 | 2.4 | 1.0 | 9.6 | 0.0

smiles | GPR151 activ | TEAD-YAP inh | MITF inh | FBW7 act
CC1=CC(C)C(CN2CCc3c(nc(C)[nH]c3=O)C2)CC1 (stereo not given) | -0.8 | -15.5 | -10.5 | -0.2
COc1ccc(-c2noc(=O)n2CC(=O)N(c2ccccc2)c2ccccc2)cc1 | 0.4 | 5.4 | 2.2 | -0.1
Cc1sc2nc(Cc3ccccc3)nc(N(C)Cc3ccccc3)c2c1C | -0.2 | 6.8 | 5.3 | 0.0
COc1ccccc1OCC(=O)Nc1ccc(S(=O)(=O)Nc2cc(C)cc(C)c2)cc1 | -0.6 | 18.4 | 13.4 | 0.6
CCC(C(=O)O)n1c(=O)c2cccn2c2ccccc21 (stereo not given) | 0.8 | 6.2 | 10.7 | 0.1
Cc1ccc(C)c(C(=O)O/N=C(\N)c2cccc([N+](=O)[O-])c2)c1 | -0.4 | 12.1 | 16.0 | 0.2
COc1nc(Cl)cc(C)c1C(=O)NCCc1ccccc1 | -0.4 | -12.8 | -7.4 | -0.1
O=C(NCCN1CCOCC1)c1csc(N2CCN(c3ccccn3)CC2)n1 | -0.8 | 7.4 | 7.6 | 0.3

# 6 records picked at random from the list so far, as already listed:
smiles | GPR151 activ | TEAD-YAP inh | MITF inh | FBW7 act
O=C(NCCN1CCOCC1)c1csc(N2CCN(c3ccccn3)CC2)n1 | -0.8 | 7.4 | 7.6 | 0.3
CCC(C(=O)O)n1c(=O)c2cccn2c2ccccc21 (stereo not given) | 0.8 | 6.2 | 10.7 | 0.1
COc1ccccc1OCC(=O)Nc1ccc(S(=O)(=O)Nc2cc(C)cc(C)c2)cc1 | -0.6 | 18.4 | 13.4 | 0.6
COc1ccc(-c2noc(=O)n2CC(=O)N(c2ccccc2)c2ccccc2)cc1 | 0.4 | 5.4 | 2.2 | -0.1
Cc1sc2nc(Cc3ccccc3)nc(N(C)Cc3ccccc3)c2c1C | -0.2 | 6.8 | 5.3 | 0.0
Cc1ccc(C)c(C(=O)O/N=C(\N)c2cccc([N+](=O)[O-])c2)c1 | -0.4 | 12.1 | 16.0 | 0.2

# Remaining list, next part:
smiles | GPR151 activ | TEAD-YAP inh | MITF inh | FBW7 act
CCNC(=O)NC(=O)C(C)NCC1COc2ccccc2O1 (stereo not given) | 3.3 | 6.8 | 41.2 | 0.0
Cc1ccc([N+](=O)[O-])cc1NC(=O)CC1Sc2ccccc2NC1=O (stereo not given) | -0.3 | -0.2 | 3.5 | -0.3
CCC(CO)NC(=O)/C(=C/c1ccc(C)cc1)NC(=O)c1ccccc1 (stereo not given) | -0.6 | 2.3 | 1.5 | -0.1
COc1cc(C)nc(Nc2nc(C)c(C(C)=O)s2)n1 | 1.8 | 12.5 | 8.1 | 0.5
O=C(COc1cccc(Br)c1)Nc1ccc(F)cc1 | 0.2 | -32.1 | 16.2 | 0.0
Cc1cc(C)n2cc(CSCc3ccc(Cl)cc3)nc2n1 | 1.9 | -3.0 | -2.1 | 0.2
O=C(Nc1ccccc1F)c1cc2ccccc2oc1=O | 0.5 | -67.5 | 7.8 | -0.1
COc1ccc(CCNC(=O)c2csc(-c3ccccc3)n2)cc1 | 0.1 | 7.0 | -6.1 | -0.1

smiles | GPR151 activ | TEAD-YAP inh | MITF inh | FBW7 act
Cc1onc(-c2ccccc2)c1C(=O)N1CCN(c2ccc([N+](=O)[O-])c(N3CCOCC3)c2)CC1 | 1.8 | 4.8 | -2.7 | 0.0
CCn1c(SCC(=O)Nc2cccc(O)c2)nc2ccccc2c1=O | -1.8 | 18.1 | 8.7 | 0.1
CCOC(=O)c1ccc(NS(=O)(=O)c2ccc3c(c2)C(=O)c2ccccc2C3=O)cc1 | 0.6 | -10.4 | 3.4 | 0.0
CCc1ccc(NC(=O)c2ccc(F)c(S(=O)(=O)NC(C)CC)c2)cc1 (stereo not given) | 0.0 | 17.0 | 6.9 | 0.1
C=CCC(CC=C)(C(N)=O)c1ccccc1 | 1.0 | -0.2 | 9.2 | -0.1
O=C1CCC([N+](=O)[O-])C(c2ccc(Cl)c(Cl)c2)N1 (stereo not given) | -0.6 | -5.9 | -7.1 | 0.0
O=C(CC(=O)NC1CCCCC1)N/N=C/c1ccccc1OCc1ccccc1 | 0.1 | -2.5 | 8.6 | 0.0
CC(/C=C1\N=C(c2ccc(Br)cc2)OC1=O)=C\c1ccccc1 | 0.8 | -4.7 | 1.5 | -0.1

smiles | GPR151 activ | TEAD-YAP inh | MITF inh | FBW7 act
COc1ccccc1N1CCN(C(=O)CN(Cc2ccc(Cl)c(Cl)c2)S(=O)(=O)c2ccc(C)cc2)CC1 | -0.2 | -1.3 | 10.8 | 0.1
COc1cc(NC(=O)c2cccc([N+](=O)[O-])c2)ccc1NC(=O)c1cc2ccccc2o1 | 0.6 | -3.0 | 5.5 | -0.1
Clc1ccccc1-c1cnn2ccc(NCc3cccnc3)nc12 | -1.7 | 4.6 | 25.0 | 0.3
COc1ccc2c(c1)nc(NCCCO)n2Cc1ccccc1 | -0.6 | -4.9 | 16.1 | 0.0
O=C(COc1ccc2ccccc2c1)Nc1ccc2nn(-c3ccc(Cl)cc3)nc2c1 | 0.7 | -1.6 | 10.8 | 0.0
Cn1c(=O)c2c(nc(CN3CCN(Cc4ccccc4)CC3)n2CCCO)n(C)c1=O | -0.3 | 1.5 | 12.9 | 0.8
CCOC(=O)C1=C(C)OC(N)=C(C#N)C1c1ccc([N+](=O)[O-])cc1 (stereo not given) | -0.6 | -4.5 | 9.0 | 0.0
Cc1ccc(/C=N/NC(=O)CCn2nnc3ccccc32)cc1 | -0.3 | 9.6 | 4.0 | 0.0

# Record cards (already shown). Values in the order: GPR151 activ, TEAD-YAP inh, MITF inh, FBW7 act
# CCOC(=O)C1=C(C)OC(N)=C(C#N)C1c1ccc([N+](=O)[O-])cc1 (stereo not given) across the screens: -0.6, -4.5, 9.0, 0.0
# COc1cc(NC(=O)c2cccc([N+](=O)[O-])c2)ccc1NC(=O)c1cc2ccccc2o1 across the screens: 0.6, -3.0, 5.5, -0.1
# COc1ccc2c(c1)nc(NCCCO)n2Cc1ccccc1 across the screens: -0.6, -4.9, 16.1, 0.0
# Clc1ccccc1-c1cnn2ccc(NCc3cccnc3)nc12 across the screens: -1.7, 4.6, 25.0, 0.3
# Cn1c(=O)c2c(nc(CN3CCN(Cc4ccccc4)CC3)n2CCCO)n(C)c1=O across the screens: -0.3, 1.5, 12.9, 0.8

# The list goes on:
smiles | GPR151 activ | TEAD-YAP inh | MITF inh | FBW7 act
O=C(Nn1c(SCc2ccccc2Cl)nc2ccsc2c1=O)c1ccccc1 | -0.4 | -5.3 | 7.1 | 0.1
COc1ccc(CC(=O)Nc2sc3c(c2C(=O)Nc2ccc(Cl)cc2)CCC3)cc1 | -1.1 | -5.7 | -4.8 | -0.2
CC(C)N(C)C(=O)c1cnc2scc(-c3ccc(Cl)cc3)n2c1=O | -0.1 | -10.1 | 5.3 | 0.1
CC(Sc1nc2c([nH]1)c(=O)n(C)c(=O)n2C)C(=O)O (stereo not given) | -0.9 | 1.9 | 0.6 | -0.1
OCCNCc1ccc(Br)cc1 | 0.7 | 8.9 | 16.5 | 0.1
COc1cc(S(=O)(=O)N2CCN(c3ccccc3OC)CC2)ccc1Cl | 0.6 | -2.4 | -6.6 | -0.1
COCCCn1c(C(=O)Nc2cccnc2)cc2c(=O)n(C)c(=O)n(C)c21 | -0.3 | -2.0 | -13.0 | 0.0
CC1(C)CC(NC(=S)Nc2ccc(Br)cc2)CC(C)(C)N1 | 1.6 | -3.5 | -17.2 | 0.1
O=C(NCc1cc2ccccc2s1)c1ccc(N2CCOCC2)nc1 | 1.1 | 1.6 | 1.3 | 1.1
Cc1cccc(N2CCN(CC(=O)Nc3ccc(C(=O)O)cc3)CC2)c1C | -0.1 | 2.9 | 16.8 | 0.4
Cc1cc(C)cc(NC(=O)c2cnn3cccnc23)c1 | -0.7 | -39.3 | -3.4 | 0.0

# Screening data: PubChem BioAssay, The Scripps Research Institute Molecular Screening Center
